# HIV peptide binding: inhibitors of HIV fusion peptide binding, primary screen, biochemical, uHTS, fluorescence dequenching (AID 1986); 0.3% of 290,000 active; cell-free peptide binding, fluorescence dequenching, 30 min; higher % means a stronger effect; inhibition, % at 20 µM, or IC50 in µM where a hit was titrated; in the data active = inhibition mostly above about 52%, no sharp cut-off; inactive = mostly below about 76%; note: some results filed as inactive read as strong as hits
# KOR beta-arrestin-1: KOR antagonists, beta-arrestin recruitment, cell-based, luminescence, uHTS (AID 1778); Kappa-type opioid receptor (Homo sapiens); KOR beta-arrestin recruitment, luminescence, antagonist mode; higher % means a stronger effect; inhibition, % at 10 µM; hits with a dose series show IC50 in µM; 0.091% of 290,000 active; note: strong numbers were not always called active
# NOD1 NF-kB reporter: NOD1 signaling inhibitors, primary screen, cell-based, luminescence, uHTS (AID 1578); NOD1-driven NF-kB luciferase reporter cells, luminescence; higher % means a stronger effect; inhibition, % at 4 µM, or EC50 in µM where a hit was titrated; 1% of 290,000 active; in the data active = inhibition mostly above about 36%, no sharp cut-off; inactive = mostly below about 34%;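 note: HEK-293T reporter cells stimulated with the NOD1 agonist gamma-tri-DAP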
# HEK293 NOD2/NF-kB: NOD2 signaling inhibitors, cell-based, luminescence, uHTS, HEK293 (AID 1566); one-dose inhibition, % at 4 µM; EC50 in µM for titrated hits; HEK293 NOD2/NF-kB luciferase reporter, luminescence; higher % means a stronger effect; 0.63% of 290,000 active; note: many of its hits are not listed in these tables
# Myeloid diff 2: induction of myeloid progenitor differentiation, primary screen, cell-based, flow cytometry, MLPCN library | ER-HoxA9 myeloid progenitors, lysozyme-GFP differentiation | calls only at 10 µM | 1% of 360,000 active | AID 624256, 2012;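 active = normalized GFP-positive differentiation at or above the plate's own cutoff, the solvent-only control mean plus 3 SD; inconclusive = no clear call, values can overlap the other calls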;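 note: cells exposed to compound for four days before flow analysis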
# KOR beta-arrestin-2: KOR agonists, beta-arrestin recruitment, primary screen, cell-based, luminescence, uHTS (AID 1777); KOR beta-arrestin recruitment, luminescence; higher % means a stronger effect; one-dose activation, % at 10 µM; EC50 in µM for titrated hits; 0.02% of 280,000 active; Kappa-type opioid receptor (Homo sapiens); in the data active = activation above about 50%, passing the limit was not always enough; note: a part of the inactive calls stands beside numbers as strong as those of hits
# Salmonella PhoP GFP: inhibitors of PhoP regulon expression, primary screen, Salmonella Typhimurium, GFP reporter (AID 1863). S. Typhimurium PhoP-regulated promoter GFP reporter, 4 h; higher % means a stronger effect. inhibition, % at 50 µM; hits with a dose series show IC50 in µM. 0.16% of 300,000 active;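 active = inhibition over 29.93%, a cutoff 3 SD above the screen mean, later confirmed by dose response; inconclusive = inhibition over 29.93% but no dose response follow-up; inactive = inhibition at most 29.93% or unconfirmed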;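 note: 0% = low Mg2+ inducing control and 100% = high Mg2+ repressing control; strong numbers were not always called active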
# LYP inhibition: inhibitors of LYP phosphatase, biochemical, fluorescence intensity, uHTS (AID 1779); Tyrosine-protein phosphatase non-receptor type 22 (Homo sapiens); recombinant LYP phosphatase, fluorescence intensity; higher % means a stronger effect; inhibition, % at 11.5 µM, or IC50 in µM where a hit was titrated; 0.054% of 290,000 active;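 note: plate controls were vehicle with enzyme for no effect and no enzyme for full effect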
# Siah-1 displacement: Siah-1 peptide-binding antagonists, primary screen, biochemical, fluorescence polarization, rhodamine-plectin, uHTS (AID 1817). E3 ubiquitin-protein ligase SIAH1 (Homo sapiens). Siah-1 / rhodamine-plectin peptide fluorescence polarization; higher % means a stronger effect. displacement, % at 20 µM; hits with a dose series show IC50 in µM. 0.02% of 290,000 active;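 active = displacement of at least 50% at 20 µM, with a fluorescence ratio check between 0.3 and a set limit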;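 note: plate controls were Siah plus tracer with DMSO for no effect and tracer alone without Siah for full effect; strong numbers were not always called active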
# Myeloid diff 2 GFP+ MAC1+ %: also measured in Myeloid diff 2; calls as there; GFP+ MAC1+ double positive, %; measured here: differentiation confirmed by MAC1 staining
# Starred values were filed as active, the others as inactive; i = inactive; ? = inconclusive; nt = no result given; [ ] = remark or other dose. Cut-off read from the data, not from the text of the source, unless noted: active = inhibition above about 50%; inactive = the rest. Only part of the results is shown, so the mix of outcomes need not match the whole.
# The line under a structure holds: HIV peptide binding | KOR beta-arrestin-1 | NOD1 NF-kB reporter | HEK293 NOD2/NF-kB | Myeloid diff 2 | Myeloid diff 2 GFP+ MAC1+ % | KOR beta-arrestin-2 | Salmonella PhoP GFP | LYP inhibition | Siah-1 displacement
Cc1ccc(-c2ccc(/C=C(\C#N)C(N)=S)n2C)cc1
→ 148% | 0% | -20% | -59% | i | 0.4 | 3.9% | -5% | -2% | 6%
CN(C)c1ccc(-n2cccc2)cc1
→ -4.3% | -4% | 2% | -11% | i | 0.2 | -2.1% | -5% | -8% | 0%
COc1ccc(CCN2CC(C(=O)N3CCN(C(C)=O)CC3)CCC2=O)cc1 (stereo not drawn)
→ 1.4% | -10% | -4% | 10% | i | 1.0 | 8.1% | -5% | -13% | 3%
c1ccc(-c2nc(N3CCOCC3)cc(N3CCOCC3)n2)cc1
→ 1.2% | -28%[20 µM] | -22% | 7% | i | 0.5 | 1.8% | -4% | -3% | 15%
COc1cc(NC(=O)c2ccc(C)cc2)c(OC)cc1NC(=O)CN1CCCCC1
→ -0.7% | -34% | -34% | 11% | i | 0.6 | 2.6% | -4% | -4% | 2%
O=C(NC(=S)NCC1COc2ccccc2O1)c1ccccc1 (stereo not drawn)
→ 2.2% | -11% | -22% | -7% | nt | nt | 7.0% | -2% | 0% | 7%
O=C(CCSc1ccccc1)NCc1cccnc1
→ 1.2% | 14% | 8% | 17% | i | 0.6 | -1.9% | 1% | -13% | -6%
S=C1NCCNC(=S)NCCOCCOCCN1
→ 1.9% | -17% | -20% | 10% | i | 0.3 | -6.7% | -12% | -9% | 14%
N#C[C@]1(S(=O)(=O)c2ccccc2)C[C@@H]2ON=C(c3cccc(Br)c3)[C@@H]2C1
→ 1.2% | 0%[20 µM] | 44% | 48% | i | 2.3 | 5.4% | 12% | -6% | -1%
CCCCNc1ccc(S(N)(=O)=O)cc1[N+](=O)[O-]
→ -0.6% | 10% | -4% | 6% | nt | nt | 3.0% | 3% | -5% | -6%
Cn1c(=O)c2c(nc(N/N=C/c3ccc(OC(=O)c4ccco4)cc3)n2Cc2ccccc2Cl)n(C)c1=O
→ -2.4% | -17% | 45% | 10% | nt | nt | 13% | -2% | 5% | 5%
CSc1ccccc1NC(=O)CN(C)CC(=O)Nc1c(F)cccc1F
→ 1.5% | -25% | -25% | -2% | i | 0.8 | -0.9% | -7% | -5% | 5%
N/C(=N\OCc1ccc([N+](=O)[O-])cc1)c1ccncc1
→ -1.5% | -5% | -28% | -16% | i | 0.1 | -1.3% | -2% | -4% | 5%
O=C(O)CCN1/C(=C/C=Nc2ccccc2)Oc2ccccc21
→ -0.9% | 13% | -1% | 14% | i | 1.7 | -5.2% | -7% | -7% | 7%
Cc1ccc(OCC(=O)Nc2ccc3c(c2)nc2n3CCOC2)cc1
→ -1.2% | -2% | -2% | 11% | i | 2.5 | -2.0% | -8% | -3% | 4%
NC(=O)CC(NC(=O)c1ccccc1)c1ccc(N2CCN(c3ccc(F)cc3)CC2)c([N+](=O)[O-])c1 (stereo not drawn)
→ 1.9% | -5%[20 µM] | 5% | 17% | i | 0.9 | -0.7% | nt | 4% | -5%
O=C(Nc1ccccn1)C1CCN(S(=O)(=O)c2cccs2)CC1
→ 2.7% | 0% | -26% | 4% | i | 6.5 | -3.6% | -5% | -12% | 4%
O=C(NNC(=O)c1ccc(F)cc1F)c1ccc2c(c1)OCO2
→ 2.0% | 13% | -44% | -26% | i | 0.1 | -2.5% | -10% | 0% | 0%
COc1ccc(N2CC(C(=O)NCCc3ccc(Cl)cc3)CC2=O)cc1 (stereo not drawn)
→ -0.2% | -19% | -44% | -1% | i | 0.9 | 2.2% | 5% | -4% | 12%
Cc1c(Cl)c([N+](=O)[O-])nn1CCCC(=O)N(Cc1ccccc1)Cc1ccccc1
→ -2.7% | -1% | -14% | -15% | i | 1.1 | 7.5% | -1% | -2% | 1%
COc1ccccc1C(=O)Nc1ccccc1C(=O)NC1CCCCC1
→ 1.2% | -12% | -16% | 15% | ? | nt | -2.4% | 1% | -4% | 7%
CCc1ccc(/C=N/NC(=O)c2ccc(OC3CCCC3)cc2)s1
→ 1.7% | 24% | 16% | 2% | i | 0.2 | 0.6% | -9% | 13% | -1%
O=C(O)c1ccc(N2C(=O)CC(N3CCN(c4ccc(Cl)cc4)CC3)C2=O)cc1 (stereo not drawn)
→ 0.3% | -4% | -41% | -11% | i | 0.2 | 2.0% | -2% | 0% | -4%
Cc1nonc1OC(C)CNc1ccc([N+](=O)[O-])cc1 (stereo not drawn)
→ -4.3% | -29% | 16% | 14% | i | 0.4 | 3.0% | 3% | -6% | -3%
O=C(CSc1nnc(SCc2ccccc2)s1)N/N=C/c1c(Cl)cccc1Cl
→ -0.4% | -29% | 35% | -40% | i | 0.2 | 6.1% | -12% | -5% | 5%
CC(C)C(=O)N1CCN(c2ccc(NC(=O)c3ccc(Br)o3)cc2)CC1
→ -0.5% | -10% | -22% | -5% | i | 0.4 | -2.3% | 25% | -2% | 0%
COc1ccccc1-n1cnnc1SC1CCOC1=O (stereo not drawn)
→ -0.5% | -6% | -5% | 17% | i | 0.4 | -7.9% | -10% | -8% | -6%
O=C(O)Cc1ccc(NC(=O)CCN2C(=O)c3ccc([N+](=O)[O-])cc3C2=O)cc1
→ -0.2% | -41% | -18% | 4% | i | 0.2 | -1.9% | 2% | -39% | -1%
Cc1cc2nc(-c3ccc[nH]c3=O)n(Cc3ccccc3F)c2cc1C
→ -0.5% | 8% | -14% | -10% | i | 0.2 | -4.9% | 3% | -15% | -3%
CCC1CCCCN1C1Sc2ccc(C(=O)OC)cc2NC1=O (stereo not drawn)
→ 1.3% | -16% | -24% | -2% | i | 6.4 | -1.8% | -18% | 5% | 1%

# Copied from the list.
# Cc1c(Cl)c([N+](=O)[O-])nn1CCCC(=O)N(Cc1ccccc1)Cc1ccccc1 in Siah-1 displacement has 1%
# CC(C)C(=O)N1CCN(c2ccc(NC(=O)c3ccc(Br)o3)cc2)CC1 in HEK293 NOD2/NF-kB has -5%

# The list continues.
# The line under a structure holds: HIV peptide binding | KOR beta-arrestin-1 | NOD1 NF-kB reporter | HEK293 NOD2/NF-kB | Myeloid diff 2 | Myeloid diff 2 GFP+ MAC1+ % | KOR beta-arrestin-2 | Salmonella PhoP GFP | LYP inhibition | Siah-1 displacement
COc1ccc2nc(C)cc(SCC(=O)NNC(=O)COc3cccc4ccccc34)c2c1
→ 4.0% | -34% | 26% | -4% | i | 0.7 | 1.7% | -2% | -25% | -7%
N#Cc1ccc(-c2ccc(F)cc2)nc1Oc1ccc(Cl)c(Cl)c1
→ -3.2% | -2% | nt | 7% | i | 1.3 | -2.6% | 12% | -7% | 2%
O=C(O)/C=C/C(=O)N1N=C(c2ccco2)CC1c1ccco1 (stereo not drawn)
→ 1.5% | -21% | -10% | -14% | i | 0.2 | 2.0% | -6% | 4% | -7%
O=C(O)CC(C(=O)Nc1ccc(Cl)c(Cl)c1)C1CCCO1 (stereo not drawn)
→ 2.9% | -4% | 14% | 4% | i | 4.3 | -0.1% | 13% | -9% | 1%
O=C(O)c1ccccc1C(=O)N1N=C(c2ccccc2)CC1c1ccccc1O (stereo not drawn)
→ 2.6% | -13% | -25% | 3% | i | 0.5 | 0.8% | -6% | 1% | 2%
N#Cc1c(C(F)(F)F)cc(-c2cccc(Cl)c2)[nH]c1=O
→ 35% | 4% | -2% | 18% | i | 1.7 | 2.6% | 9% | 4% | -2%
COCCNC(=O)Cn1nc(-c2ccc(C)cc2)ccc1=O
→ 1.5% | -26% | 16% | 3% | i | 0.5 | 0.6% | 5% | -7% | -2%
Cc1ccc(OCCNC(=O)c2ccco2)cc1C
→ 2.3% | -18% | -39% | -9% | i | 0.1 | 3.1% | 10% | -3% | 0%
CSc1ncc(CN2CCc3c([nH]c4ccccc34)C2c2cccc(O)c2)cn1 (stereo not drawn)
→ 0.5% | -31% | 4% | 5% | i | 0.0 | 4.8% | 17% | -5% | -6%
Cc1ccc(N2C(=O)CC(Sc3nccc(C)n3)C2=O)cc1 (stereo not drawn)
→ -1.4% | -25% | -43% | -2% | i | 0.7 | -2.1% | 10% | -11% | 0%
CSc1ccc(CCNC(=O)CCc2nnc3ccc(N4CCC5(CC4)OCCO5)nn23)cc1
→ -0.6% | -23% | 29% | 10% | ? | nt | 5.3% | 5% | -8% | -2%
CC(=O)c1ccc(NC(=O)N2CCN(c3cccc(Cl)c3)CC2)cc1
→ -0.1% | -5% | -27% | 0% | i | 0.9 | -5.1% | -6% | 0% | -4%
CCOC(=O)N1CCN(c2c(NCCCN3CCCCCC3)c(=O)c2=O)CC1
→ 0.4% | -19% | -31% | 5% | i | 1.8 | 7.0% | 7% | -1% | 0%
O=C(NCCN1CCOCC1)c1cc(-c2cccc(O)c2)on1
→ -0.6% | -32% | -92% | -4% | i | 4.3 | -4.1% | 15% | -10% | -3%
NC(=O)C1CCN(S(=O)(=O)c2cccc(S(=O)(=O)N3CCCCC3)c2)CC1
→ -1.4% | 14% | -6% | -4% | i | 0.1 | 1.7% | -7% | -11% | 1%
c1ccc2c(c1)Nc1nccnc1S2
→ 3.8% | 13% | -32% | -14% | i | 0.7 | 3.1% | -13% | -7% | 7%
O=C(O)C(Cc1ccccc1)n1cccc1 (stereo not drawn)
→ 1.2% | -1% | -23% | 8% | i | 0.5 | -0.3% | -3% | -9% | -2%
Cn1c(=O)cc(OCCCC(=O)NCc2ccc(F)cc2Cl)c2ccccc21
→ 0.4% | -3% | -28% | -2% | i | 0.3 | 1.2% | 0% | -5% | 5%
CCC(C(=O)Nc1ccc2c(c1)OCCO2)c1ccccc1 (stereo not drawn)
→ -1.5% | 9%[20 µM] | -14% | -1% | i | 0.1 | -3.0% | 1% | -5% | 3%
COC(=O)C1(C#N)C(c2ccccc2)C1(C(=O)OC)C(=O)OC (stereo not drawn)
→ -1.5% | -18% | -10% | -3% | i | 1.2 | 4.7% | 12% | -3% | 2%
O=C(N/N=C/c1ccc[nH]1)c1ccccc1[N+](=O)[O-]
→ 5.3% | -22% | -9% | 16% | i | 0.3 | 1.5% | 1% | 0% | 1%
COc1ccc(C(=O)n2cc(C(=O)c3cc(C)ccc3O)cn2)cc1
→ -0.6% | -24% | 40% | 14% | i | 1.0 | 4.9% | -1% | 1% | 0%
O=C(COc1ncnc2c(Cl)cc(Cl)cc12)N1CCN(S(=O)(=O)c2ccccc2)CC1
→ -1.9% | 4% | -42% | 3% | i | 0.2 | -4.1% | -4% | -4% | -2%
COc1ccc(Cl)cc1C(=O)NCCN1CCOCC1
→ 13% | -24%[20 µM] | -12% | -1% | i | 0.7 | -3.1% | 7% | -9% | -5%
CCc1cccc2c(C(=O)COC(=O)/C=C/c3ccc(O)c(OC)c3)c[nH]c12
→ 6.2% | 8% | 2% | 26% | i | 2.7 | 1.2% | 0% | 6% | -3%
O=C(CN1C2=NCCN2c2ccccc21)c1ccc(Br)s1
→ -1.2% | 0% | -16% | -3% | i | 0.8 | 3.3% | 9% | -1% | -1%

# From PubChem BioAssay
